SENP8 block-1 – inhibitors of human SENP8 protease. actives 1.2% (n = 330,000). inhibition, % at 10 µM. AID 2540. Q96LD8. purified SENP8, Z-RLRGG-aminoluciferin cleavage, luminescence; in the data active = inhibition above about 50%
Target sequence (Q96LD8 whole entry, looked up): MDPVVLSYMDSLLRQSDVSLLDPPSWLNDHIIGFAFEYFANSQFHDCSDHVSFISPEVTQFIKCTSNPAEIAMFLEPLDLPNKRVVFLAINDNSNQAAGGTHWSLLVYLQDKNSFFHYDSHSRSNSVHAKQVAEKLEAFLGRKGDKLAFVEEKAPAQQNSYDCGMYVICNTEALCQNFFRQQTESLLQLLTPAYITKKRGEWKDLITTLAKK
SENP6 block – inhibitors of human SENP6 protease | AID 2599 | Recombinant SENP6 catalytic domain, aminoluciferin luminescence | inhibition, % at 10 µM | actives 1.8% (n = 330,000) | Q9GZR1;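 active = inhibition above about 50% at the single tested dose, limit read from the data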;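 also: plate controls were DMSO wells with enzyme for no effect and DMSO wells lacking enzyme for full effect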
SENP8 block-2 – inhibitors of human SENP8 protease; Q96LD8; AID 602440; inhibition, % at 20 µM; actives 0.64% (n = 360,000); recombinant SENP8, Nedd8 substrate fluorescence; in the data active = inhibition mostly above about 40%, no sharp cut-off; inactive = mostly below about 27%
Apaf-1 inh – human Apaf-1 inhibition. O14727. reconstituted apoptosome caspase-3 activity, DEVD-Rh110 fluorescence. inhibition, % at 20 µM. actives 0.71% (n = 330,000); active = inhibition of at least 40% at 20 µM;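 also: plate controls were DMSO wells for no effect and DEVD-CHO caspase inhibitor wells for full effect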
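System – cell-free apoptosome with Apaf-1, procaspase-3 and caspase-9 · Buffer or medium – pH 7.5 Hepes buffer with CHAPS, BSA, DTT · Also added – cytochrome c with DEVD-Rh110 · Times – 30 min compound preincubation, 50 min activation, room temperature · Technique – Rh110 fluorescence intensity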
A3G deaminase – APOBEC3G (human) deaminase inhibition; inhibition, % at 20 µM; actives 0.28% (n = 330,000); recombinant A3G, ssDNA deamination FAM/TAMRA fluorescence; Q9HC16; AID 493012;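 active = inhibition of at least 40% at 20 µM, with no more than 30% in the related APOBEC3A deaminase screen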;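 also: plate controls were DMSO wells with A3G for no effect and wells lacking A3G enzyme for full effect; some compounds called inactive have numbers as strong as hits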
Target sequence (Q9HC16 whole entry, looked up): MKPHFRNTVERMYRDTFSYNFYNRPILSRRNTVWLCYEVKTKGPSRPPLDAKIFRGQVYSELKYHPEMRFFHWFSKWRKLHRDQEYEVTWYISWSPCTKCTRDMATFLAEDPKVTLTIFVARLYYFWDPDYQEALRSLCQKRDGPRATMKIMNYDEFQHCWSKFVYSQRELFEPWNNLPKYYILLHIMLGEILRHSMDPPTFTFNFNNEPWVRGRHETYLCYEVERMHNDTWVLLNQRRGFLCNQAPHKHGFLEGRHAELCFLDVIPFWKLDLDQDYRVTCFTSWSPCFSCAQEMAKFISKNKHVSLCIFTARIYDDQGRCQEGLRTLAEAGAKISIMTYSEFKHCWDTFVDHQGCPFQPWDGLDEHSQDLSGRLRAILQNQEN
UBC13 inh – inhibitors of human UBC13 polyubiquitin chain formation. P61088. TR-FRET. actives 0.47% (n = 330,000). inhibition, % at 20 µM; in the data active = inhibition above about 45%, passing the limit was not always enough
Target sequence (P61088 whole entry, looked up): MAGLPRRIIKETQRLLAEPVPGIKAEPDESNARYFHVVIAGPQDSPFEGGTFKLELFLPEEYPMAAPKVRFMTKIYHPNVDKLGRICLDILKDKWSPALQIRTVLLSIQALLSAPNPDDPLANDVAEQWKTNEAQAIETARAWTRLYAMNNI
SENP7 block – inhibitors of human SENP7 protease. inhibition, % at 5 µM. AID 434973. actives 1.5% (n = 330,000). recombinant SENP7, Z-RLRGG-aminoluciferin luminescence, 40 min. Q9BQF6;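 active = inhibition above about 50% at the single test dose, limit read from the data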;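 also: plate controls were DMSO with enzyme for no effect and no enzyme buffer wells for full effect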
SENP1 FRET inh – inhibitors of human SENP1 SUMO protease catalytic domain; recombinant SENP1 catalytic domain, CyPet-SUMO1-YPet FRET cleavage; inhibition, % at 10 µM; actives 0.21% (n = 360,000); Q9P0U3; AID 624204;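 active = inhibition at least 30% at 10 µM, raw YFP signal under a set limit, fluorescence ratio 0.5 to 1.5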;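 also: 0% = enzyme with DMSO and 100% = no enzyme wells; some results filed as inactive read as strong as hits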
Target sequence (Q9P0U3 419-644 limits assumed): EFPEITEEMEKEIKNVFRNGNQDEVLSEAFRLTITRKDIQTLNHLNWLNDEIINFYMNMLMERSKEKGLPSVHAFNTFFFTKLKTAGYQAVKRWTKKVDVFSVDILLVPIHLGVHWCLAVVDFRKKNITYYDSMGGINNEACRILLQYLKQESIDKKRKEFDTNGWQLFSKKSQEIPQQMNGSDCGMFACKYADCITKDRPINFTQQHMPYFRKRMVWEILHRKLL
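Controls: no-enzyme wells low, DMSO-plus-enzyme wells high control. Test system: human recombinant His6-tagged SENP1 catalytic domain enzyme. Reagent: SFCypet-SUMO1-SFYpet FRET protein substrate, 25 nM final. Doses: one dose per compound, 10 µM, 0.5% DMSO. Detection: FRET, CFP and YFP emission. Timing: 50 min reaction at room temperature.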
* hit, by the source's call. Hits appear at their usual frequency; about 3.6% have a hit in one of these screens.

SMILES	SENP8 block-2	UBC13 inh	Apaf-1 inh	SENP1 FRET inh	A3G deaminase	SENP6 block	SENP7 block	SENP8 block-1
N#Cc1ccccc1OCC(=O)Nc1ccc2c(c1)OCCO2	8	8	-8	1	-6	-7	9	-2
CC(C)C(=O)NCCc1nc(-c2ccccc2)no1	15	0	-6	0	-6	-11	17	-3
O=C1NCCCc2c1oc1ccc(O)cc21	7	-6	1	4	-11	-21	-7	-14
Cc1ccc(S(=O)(=O)Nc2nc(C)cc(N/N=C/c3ccc(O)cc3)n2)cc1	-308	1	-2	4	-7	-11	0	-5
O=S(=O)(Nc1ccncc1Cl)c1cccc(Cl)c1Cl	9	8	-18	-1	-6	3	-2	-1
CCCc1nnc(NC(=O)CCC(=O)NCc2ccccc2Cl)s1	8	-10	-2	2	-2	11	-11	-6
NC(=O)c1cccc(S(=O)(=O)N2CCCCC2)c1	-42	-6	-7	1	-1	-1	6	-2
COc1ccc(OCC(=O)Nc2cccc3ncccc23)cc1	-6	3	2	-5	-9	-13	2	5
O=C(COc1ccccc1)Nc1ccc(S(=O)(=O)Nc2ccccn2)cc1	-122	-7	7	0	-6	-27	-9	27
CN(/C=C/C(=C\C=[N+](C)c1ccccc1)OCCCS(=O)(=O)[O-])c1ccccc1	-33	-20	-4	-22	7	6	8	1
CC(=O)c1cccc(NC(=S)N2CCCC2)c1	0	0	-4	-1	-3	6	-3	4
COc1ccc(NC(=O)C2CCCN2C(=O)NCc2ccccc2)cc1OC (stereo not drawn)	18	-15	5	2	-3	1	-13	-5
O=C(Nc1ccc(N2CCCC2)c(Cl)c1)c1ccc(Br)o1	-39	-10	13	-7	7	22	6	12
CC(Oc1cccc(Br)c1)C(=O)NNC(=O)CCNC(=O)c1ccccc1Cl (stereo not drawn)	7	6	-6	1	-8	-3	-9	-6
Cc1ccccc1NCC(=O)Nc1cc(S(=O)(=O)N2CCCCC2)ccc1C	20	-4	5	2	-3	3	4	2
O=C1OC(c2ccc(F)cc2)=N/C1=C\C=C/c1ccccc1	4	-10	9	-7	-1	7	-3	1
CCOCCn1c(SCc2ccc(C)cc2)nc2c1c(=O)[nH]c(=O)n2C	4	-1	3	1	-7	2	12	-6
CCOC(=O)c1cc(NC(=O)c2cc(C)on2)cc(C(=O)OCC)c1	1	13	-5	1	-2	-4	1	0
Cc1cc(C)c(NC(=O)CN(C)CC(=O)Nc2cccc(S(=O)(=O)N(C)c3ccccc3)c2)c(C)c1	16	1	26	1	-8	0	-4	-12
CC(=O)N1c2ccc(S(=O)(=O)NCc3ccccc3Cl)cc2CC1C (stereo not drawn)	0	5	-7	-1	-8	5	-2	6
O=C(OCC(=O)N1CCc2ccccc21)c1ccccc1	18	4	-7	3	-5	17	3	1
O=C(COc1ccc([N+](=O)[O-])cc1)Nc1ccc(C(=O)Nc2ccccc2C(=O)O)cc1	6	-4	1	3	-6	-27	4	-2
Cn1c(NC(=O)/C=C/c2ccc(Cl)c(Cl)c2)cc(=O)n(C)c1=O	12	4	-1	1	-3	-2	5	2
COC(=O)N/N=C/c1cn(CC(C)COc2ccccc2)c2ccccc12 (stereo not drawn)	11	-6	-8	1	1	1	-3	-8
CC1(C)CC(=O)C(C2c3ccccc3Oc3ccccc32)C(=O)C1	15	3	-5	0	-2	4	-8	-3
Cc1nnc(SCC(=O)N2CCCCC2)n1CC1CCCO1 (stereo not drawn)	14	5	2	1	1	0	7	-3
Cc1ccc(CNC(=O)CSCc2ccccc2)cc1	7	-10	0	-2	-12	-18	-1	-5
CCn1c(C(C)NC(=O)c2ccc(OC)c(OC)c2)nc2ccccc21 (stereo not drawn)	20	0	4	2	-4	0	-3	1
COc1ccc(CCNC(=O)CSc2ccc(Br)cc2)cc1OC	7	-1	-10	1	-4	20	-6	6
Cn1c(SCc2ccccc2F)nnc1-c1cnccn1	-18	-16	-4	4	-6	-15	-8	-8
COc1ccc2c(c1OC)C(=O)N(c1ccccn1)C2	-73	3	9	2	1	43	24	12
CC(C)(C)OC(=O)N1CCC(c2c(C(=O)N3CCN(C(=O)c4ccco4)CC3)cnn2-c2ccc(F)cc2F)CC1	8	-12	-8	0	-4	-1	12	-8

Record cards (already shown). Order of screens: SENP8 block-2 | UBC13 inh | Apaf-1 inh | SENP1 FRET inh | A3G deaminase | SENP6 block | SENP7 block | SENP8 block-1
Cc1cc(C)c(NC(=O)CN(C)CC(=O)Nc2cccc(S(=O)(=O)N(C)c3ccccc3)c2)c(C)c1 in the list: 16 | 1 | 26 | 1 | -8 | 0 | -4 | -12
CN(/C=C/C(=C\C=[N+](C)c1ccccc1)OCCCS(=O)(=O)[O-])c1ccccc1 in the list: -33 | -20 | -4 | -22 | 7 | 6 | 8 | 1
Cc1ccccc1NCC(=O)Nc1cc(S(=O)(=O)N2CCCCC2)ccc1C in the list: 20 | -4 | 5 | 2 | -3 | 3 | 4 | 2
COc1ccc(CCNC(=O)CSc2ccc(Br)cc2)cc1OC in the list: 7 | -1 | -10 | 1 | -4 | 20 | -6 | 6

Next part:
SMILES	SENP8 block-2	UBC13 inh	Apaf-1 inh	SENP1 FRET inh	A3G deaminase	SENP6 block	SENP7 block	SENP8 block-1
COc1cc(/C=C2\SC(=O)N(CCNC(=O)c3cnc(C)cn3)C2=O)cc(OC)c1OC	-125	-1	11	-2	3	-13	7	-11
CCCc1nnc(NC(=O)CN2C(=O)C3C4C=CC(C4)C3C2=O)s1 (stereo not drawn)	13	12	-1	1	-6	5	1	3
COC(=O)c1nnn(-c2ccc(F)c(Cl)c2)c1C(=O)OC	19	5	-3	3	1	1	3	2
CCN(CC)C(=O)Oc1ccc(NC(C)=O)cc1	-3	-14	2	2	-6	3	-8	-12
Nc1ncnc(NCc2ccccc2)c1[N+](=O)[O-]	25	1	-7	0	-3	-1	3	4
CCOC(=O)C(C(=O)NCc1cccc(OC)c1)c1ncc(C(F)(F)F)cc1Cl (stereo not drawn)	29	1	2	0	-7	-6	-3	-2
CC(=O)c1ccc(N2CCN(CC(=O)Nc3ccccc3C(=O)NC3CC3)CC2)c(F)c1	-32	19	-4	1	-4	-14	3	5
NS(=O)(=O)c1ccc(NS(=O)(=O)c2ccc(C3CNC(=O)C3)cc2)cc1 (stereo not drawn)	5	4	-1	0	-10	-12	7	1
CCn1nc(C(=O)OCC(=O)NCCN2C(=O)CSC2=O)c2ccccc2c1=O	14	-2	16	3	-7	-19	-7	-1
O=C(COC(=O)c1cccc([N+](=O)[O-])c1)NCC1CCCO1 (stereo not drawn)	6	-10	-8	1	-6	4	2	-8
CCc1nc(Nc2ccccc2F)c2oc3ccccc3c2n1	-302	9	12	1	-9	-10	-3	-12
CC(=O)Nc1nc(C)c(-c2csc(Nc3ccc(S(N)(=O)=O)cc3)n2)s1	-321	33	-3	-4	-8	13	4	1
COC(=O)c1cc(NC(=O)C2CC=CCC2C(=O)O)cc(C(=O)OC)c1 (stereo not drawn)	16	-2	1	0	-3	3	7	4
O=C(Cc1ccccc1)Nc1ccc(N2CCOCC2)cc1N1CCOCC1	26	-3	3	1	-6	14	12	3
O=C(CSc1nnc(COc2ccc(Cl)cc2Cl)o1)Nc1ccccn1	5	-8	0	3	-13	-10	-13	-8
O=[N+]([O-])c1ccc(S(=O)(=O)Nc2ccccn2)cc1	18	-3	5	2	-5	-30	-1	14
Cc1cc(C)c2c(n1)sc1c(O)cc(=O)[nH]c12	-289	4	1	-3	1	1	1	0
CC(CC(=O)Nc1ccccc1C(F)(F)F)c1ccccc1 (stereo not drawn)	20	5	3	1	-5	-18	-2	-1
Cc1cc(C)n(CC(=O)NNC(=O)CC(C)c2ccccc2)n1 (stereo not drawn)	3	3	-14	0	-10	9	3	8
Cc1ccc(N2CCN(C(=O)N3CCOCC3)CC2)cc1C	7	-2	6	-1	-8	-36	-6	-7
COc1ccc(Cl)cc1C(=O)NNC(=O)c1[nH]c(C)c(C(C)=O)c1C	-450	3	8	2	-3	-8	11	1
CCCN1Cc2cccc(C(=O)NC(CC(=O)OCC)c3ccc(OCC)c(OC)c3)c2C1=O (stereo not drawn)	16	0	-7	-1	-5	7	8	1
O=C1CC(N2CCN(c3ccccc3F)CC2)C(=O)N1c1ccc2c(c1)OCCO2 (stereo not drawn)	7	2	0	1	0	-6	-4	4
CC1(c2ccccc2)CC(C)(C)N(C(=O)C2CCCO2)c2ccccc21 (stereo not drawn)	9	-6	18	0	5	-31	-8	-5
COc1ccc(N2CCN(C(=O)COC(=O)c3ccc(-n4nc(C)cc4C)cc3)CC2)cc1	10	4	1	-2	-6	-18	2	-3
Cc1ccc(Nc2nnc(SCC(=O)c3ccc(O)cc3O)s2)cc1	0	-5	-5	-4	-1	4	0	-4
Cc1ccc(C(=O)OCC(=O)NC2CCCC2)cc1C	6	4	5	2	-5	-5	-5	-3
O=C(Nc1nc(-c2ccc(F)cc2)cs1)C1CCCO1 (stereo not drawn)	32	5	5	0	0	-7	4	-4
COc1ccc(Cl)cc1NC(=O)CCN1CCN(c2ccccc2C)CC1	7	20	4	0	0	5	-2	-3
CN(/N=C/c1ccncc1)C1=NS(=O)(=O)c2ccccc21	12	-12	5	1	-1	6	-2	-3
Cc1noc(C)c1NC(=O)Nc1cccc2c1O[C@H](CN(C)C(=O)NC1CCCCC1)[C@@H](C)CN([C@H](C)CO)C2=O	16	17	-1	2	-8	-5	7	8
O=C(CSc1n[nH]c(-c2ccccc2)n1)c1ccccc1	6	2	3	3	-9	5	-5	0
COc1ccc(NC(=O)CSc2nnc(-c3cccnc3)o2)cc1	17	4	0	1	0	-11	2	0
COc1cc(-c2nnc(SCC(=O)NC3CCCC3)n2C)cc(OC)c1O	20	4	-3	1	-7	4	-7	6
COc1ccc([N+](=O)[O-])cc1C(=O)NC1CCN(Cc2ccccc2)CC1	16	-1	-20	-2	-4	-3	-3	8
COC(=O)c1ccccc1NC(=O)CC#N	-35	-5	-3	-1	6	-15	-14	3
CCOc1ncccc1C(=O)Nc1cc(S(=O)(=O)N2CCCCCC2)ccc1OC	-7	20	-2	0	-5	-13	-3	0
NNC(=O)c1ccc(OCC2CC(c3ccc(Cl)cc3)=NO2)cc1 (stereo not drawn)	3	1	10	3	-1	-6	-1	-6
NC(=O)[C@@H]1CCCN1C(=O)c1cc(COc2ccc3c(c2)CCCC3)on1	2	2	-9	-1	-2	2	1	-8
O=[N+]([O-])c1cc(/C=N/N2CCCCC2)ccc1Cl	12	-5	-8	3	-5	-5	-16	11

3 compounds picked at random from the list so far:
SMILES	SENP8 block-2	UBC13 inh	Apaf-1 inh	SENP1 FRET inh	A3G deaminase	SENP6 block	SENP7 block	SENP8 block-1
NNC(=O)c1ccc(OCC2CC(c3ccc(Cl)cc3)=NO2)cc1 (stereo not drawn)	3	1	10	3	-1	-6	-1	-6
COC(=O)c1ccccc1NC(=O)CC#N	-35	-5	-3	-1	6	-15	-14	3
COc1ccc(NC(=O)CSc2nnc(-c3cccnc3)o2)cc1	17	4	0	1	0	-11	2	0

Next part:
SMILES	SENP8 block-2	UBC13 inh	Apaf-1 inh	SENP1 FRET inh	A3G deaminase	SENP6 block	SENP7 block	SENP8 block-1
O=C(O)CSc1nnc(-c2ccc(Cl)cc2Cl)n1-c1ccccc1	8	-9	0	0	0	3	5	-10
CCCNC(=O)c1ccc(N2CCC3(CC2)CC(c2ccccc2)=NO3)c(NC(=O)c2ccco2)c1	6	-5	16	1	-13	-18	-10	-8
CCOC(=O)N/N=C\c1cccc(OC)c1	8	-1	3	0	-8	-9	-3	-9
CC(=O)NC(C)c1ccc(Cl)c(Cl)c1 (stereo not drawn)	-1	2	-26	-3	-1	-6	-1	2

Screening results from PubChem BioAssay.
